# KCNQ2 block = KCNQ2 potassium channel inhibitors, primary screen, cell-based, CHO-K1, FluxOR thallium flux, B-score (AID 2156) | 20 min; stronger effect = lower value | B-score at 10 µM | Potassium voltage-gated channel subfamily KQT member 2 (Rattus norvegicus), O88943 | hit rate 1.1% among 310,000;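 active = fluorescence ratio B-score at most minus 3 library SDs, with starting brightness B-score within 2 library SDs, cut at about -5.5 in these data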
# Kir21 inh = inhibitors of mouse Kir2.1 inward-rectifier potassium channel; Inward rectifier potassium channel 2 (Mus musculus), P35561; HEK293-Kir2.1, FluxOR thallium flux fluorescence; stronger effect = lower value; B-score at 10 µM; hit rate 0.85% among 310,000;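 active = fluorescence ratio B-score at or below minus 3 SD of library scores, with starting-brightness B-score within 2 SD, cut at about -4.2 in these data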;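 also: channel flux triggered by added potassium and thallium sulfate stimulus; B-score of peak minus minimum fluorescence over baseline after thallium stimulus; more negative B-score means stronger Kir2.1 block with less thallium influx; some compounds called inactive have numbers as strong as hits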
# Target sequence (P35561 whole entry, looked up): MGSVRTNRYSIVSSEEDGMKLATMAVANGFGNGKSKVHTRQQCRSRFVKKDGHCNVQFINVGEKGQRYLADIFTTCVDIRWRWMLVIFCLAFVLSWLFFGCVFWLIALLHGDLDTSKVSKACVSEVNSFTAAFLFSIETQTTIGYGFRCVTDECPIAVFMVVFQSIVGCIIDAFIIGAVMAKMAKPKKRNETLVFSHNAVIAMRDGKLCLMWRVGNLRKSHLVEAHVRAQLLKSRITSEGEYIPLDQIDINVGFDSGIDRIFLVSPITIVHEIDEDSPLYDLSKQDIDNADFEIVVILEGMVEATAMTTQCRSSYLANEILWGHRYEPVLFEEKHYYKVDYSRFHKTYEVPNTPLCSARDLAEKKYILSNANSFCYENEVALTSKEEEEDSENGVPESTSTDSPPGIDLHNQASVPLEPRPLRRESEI
# Active calls of the source: *; i = inactive. An unsorted share of the library (roughly 1.8% active in at least one column).
SMILES,KCNQ2 block,Kir21 inh
C/C(=N\NC(=O)Cn1cc([N+](=O)[O-])cn1)c1ccco1,i,-2.2
COC(=O)c1ccccc1OCC(=O)N1CCN(c2ccc(OC)cc2)CC1,i,-1.6
Cc1nc(SCc2ccc(O)c([N+](=O)[O-])c2)c([N+](=O)[O-])[nH]1,i,0.68
CNC(=O)c1c(NC(=O)C2=COCCO2)sc(C)c1C,i,-0.94
COCCCNC(=O)C1=CCN(S(=O)(=O)c2ccc(OC)cc2)CC1,i,-1.1
O=C(Cn1cnc2ccc(Br)cc2c1=O)c1cccs1,i,-0.35
COc1ccc(C(C(=O)Nc2ccc(C(C)C)cc2)N(Cc2ccco2)C(=O)CC2NC(=O)NC2=O)cc1 (stereo not given),i,0.1
CCOC(=O)/C(N=Nc1sc(C(=O)OC)c(C)c1C(=O)OCC)=C(\O)CCl,i,-1.5
COC(=O)c1ccc(C(=O)OC)c(NC(=O)CSc2ccccn2)c1,i,0.05
Cc1ccccc1OCCC(=O)Nc1ccc(Cl)cc1F,i,0.07
O=[N+]([O-])c1ccc(NC(=S)N2CCN(c3ccccc3)CC2)cc1,i,0.6
CCCCn1c(-c2ccccc2C)nc2cc3[nH]c(=O)c(C(C)C)nc3cc21,i,-0.94
COC(=O)CSc1nnc(CNc2ccc(OC)cc2)n1C,i,-0.08
Cc1ccc(-c2csc3ncnc(NCCN4CCOCC4)c23)cc1,i,-3.9
OC(COc1ccc(Cl)cc1Cl)CN1CCc2ccccc2C1 (stereo not given),i,-15*
Cc1cccc(/C=N/n2c(COc3ccccc3)n[nH]c2=S)c1,i,-0.84
CC(=O)NCCC(=O)Nc1cc(S(=O)(=O)N2CCOCC2)ccc1N1CCCC1,i,0.03
COc1ccc(-n2ccn(CC(=O)Nc3ccccc3OC)c(=O)c2=O)cc1,i,0.01
COc1ccccc1/C=C/C1=NC(=C\C=C/c2ccccc2)/C(=O)O1,i,-3.2
COc1cccc(CNc2ncnc3cc(Cl)ccc23)c1,i,0.62
O=C(CSc1ncn[nH]1)Nc1ccc(S(=O)(=O)Nc2ncccn2)cc1,i,1.4
C#Cc1ccc([C@H]2C=C(C(=O)N3CCN(Cc4ccccc4)CC3)O[C@@H](OCc3ccc(CO)cc3)C2)cc1,i,-0.74
Cc1ccc(NC(=O)c2cc(C)nc3ccccc23)c(C)c1,-5.9*,0.1
CC1=C2C3OC(=O)C(C)[C@@H]3CC[C@](C)(O)C2C2C3C4C5(C12)[C@H]1OC(=O)[C@@H](C)C1CC[C@]4(C)O[C@]5(C)[C@@H]3O (stereo not given in full),i,-0.76
CCOc1ccccc1NC(=O)CCC(=O)Nc1ccc2nc(N3CCN(C)CC3)cc(C)c2c1,i,-0.67
CCCCn1c(N)c(N(CCOC)C(=O)c2ccc(Br)o2)c(=O)[nH]c1=O,i,-0.01
Cc1cc(C)cc(N(C(=O)c2snc(C(N)=O)c2N)C(C(=O)NCC2CCCO2)c2cccs2)c1 (stereo not given),i,-1.1
Nc1ccc(C(=O)N/N=C/c2ccccc2)cc1,i,0.06
COc1ccc(/C=C2\OC(=S)N(C)C2=O)cc1,i,-0.01
c1ccc(CNCCC(Cc2ccccc2)c2ccco2)cc1 (stereo not given),i,-12*

# Structures listed above shown as hits in Kir21 inh:
SMILES,KCNQ2 block,Kir21 inh
OC(COc1ccc(Cl)cc1Cl)CN1CCc2ccccc2C1 (stereo not given),i,-15*
c1ccc(CNCCC(Cc2ccccc2)c2ccco2)cc1 (stereo not given),i,-12*

# (list continues)
SMILES,KCNQ2 block,Kir21 inh
Cc1cc(NC(=O)CCC(=O)N(Cc2ccco2)C(C(=O)NC2CCCC2)c2ccccc2C)no1 (stereo not given),i,-2.4
Cn1c(=O)c(C(=O)NC2CCCCCCC2)c(O)c2ccccc21,i,-0.04
COc1ccccc1NC(=O)CSc1nc2ccccc2c(=O)n1C,i,1.1
Cn1cc([N+](=O)[O-])c(C(=O)Nc2cc(Oc3cccnc3)cc([N+](=O)[O-])c2)n1,i,-0.45
CCn1c(SCC(=O)N(C)c2c(N)n(Cc3ccccc3)c(=O)[nH]c2=O)nc2ccccc21,i,0.91
CCS(=O)(=O)Nc1c(C)n(C)n(-c2ccccc2)c1=O,i,-0.05
CCCCNC(=S)Nc1ccc(-c2nc3ccc(C)cc3s2)cc1,i,-0.04
COc1ccc(/C(C)=N/Nc2ccc(C(=O)O)cc2)cc1OC,i,0.79
Cc1ccc(NC(=O)CN2C(=O)N/C(=C/c3ccccc3OCc3cccc(C(=O)O)c3)C2=O)cc1,i,-0.76
CC(=O)C12CC(C)=C(C)CC1CC1C3CCC4=CC(=O)CCC4(C)C3CCC12C (stereo not given),i,0.6
Nc1nc(NCCc2ccccc2)nc(NCCO)c1[N+](=O)[O-],i,0.31
CCC(=O)N(Cc1cc2cc(OC)ccc2[nH]c1=O)c1cccc(C)c1,i,0.04
CN(Cc1cccc(C(F)(F)F)c1)Cc1nc(-c2cnccn2)no1,i,-0.55
COc1ccc(CN2CCOCC2)cc1OC,i,0.02
Cc1nc(NC(=O)CSc2cc(C)c3ccccc3n2)c(Cl)cc1Cl,i,0.81

# Gathered by group, the compounds so far containing bromine
SMILES,KCNQ2 block,Kir21 inh
O=C(Cn1cnc2ccc(Br)cc2c1=O)c1cccs1,i,-0.35
CCCCn1c(N)c(N(CCOC)C(=O)c2ccc(Br)o2)c(=O)[nH]c1=O,i,-0.01

# Next records follow:
SMILES,KCNQ2 block,Kir21 inh
CCCCSCCCNC(=O)c1ccc(CS(=O)(=O)c2ccc(OC)cc2)o1,i,-1.7
CC(C)Cn1c(Br)nc2c1c(=O)n(CCC#N)c(=O)n2C,i,0.55
CN(C)CCN(Cc1ccccc1)S(=O)(=O)c1csc(C(N)=O)c1,i,0.21
CC1CCCN(c2nc3c(c(=O)n(C)c(=O)n3C)n2CCSc2nc3ccccc3o2)C1 (stereo not given),i,0.52
CC(=O)Nc1ccc(OCC(O)CN2C(C)(C)CC(O)CC2(C)C)cc1 (stereo not given),i,-0.2
Cc1ccc(C2(C)NC(=O)N(CC(=O)NNC(=O)c3cc(C)oc3C)C2=O)cc1 (stereo not given),i,0
Nc1c(C(=O)c2ccccc2)oc2ccc(Br)cc12,i,0.64
CCCC(NC(=O)COc1cc2c(c3oc(=O)c(C)c(C)c13)CCC(C)(C)O2)C(=O)O (stereo not given),i,0.01
CCOc1ccc(N2C(=O)CC(Sc3nc(-c4cccs4)cc(C(F)(F)F)c3C#N)C2=O)cc1 (stereo not given),i,0.74
COc1cc(CN2C(=S)NC(C)(C)CC2(C)O)cc(OC)c1 (stereo not given),i,-1.1
Cc1cc(C)c(NC(=O)CCCN2CCCC2)c(C)c1,i,1.1
O=C(O)COc1ccccc1/C=N/NC(=O)c1cc(-c2ccc(F)cc2)nc2ccccc12,i,1.1
Cc1ccc(C)c(N2CCN(C(c3ccncc3)c3nnnn3Cc3ccccc3)CC2)c1 (stereo not given),i,-1
CCOc1ccc(CCN2CN(CC)CNC2=S)cc1OCC,i,-0.95
CCNC(=S)N1CCn2cccc2C1c1ccc(F)cc1 (stereo not given),i,-0.69
Cc1ccc(N(CCC#N)C(=O)COC(=O)c2cc(C)no2)cc1,i,-2.2
Cc1ccc2occ(C(c3nnnn3Cc3ccccc3)N3CCOCC3)c(=O)c2c1 (stereo not given),i,-0.2
CNCC(C)COc1ccccc1OCc1ccccc1 (stereo not given),i,-0.91
COc1ccc(C2CC3(O)CC(C#N)(C(=O)N3)C2(C#N)C#N)cc1 (stereo not given),i,-0.18
COc1ccc(NC(=O)CN(C)C(=O)CNC(=O)Cc2cccc3ccccc23)cc1,i,-0.11
Cc1cc(Cl)c(S(=O)(=O)Nc2ccc(S(=O)(=O)N3CCOCC3)cc2)cc1OCC(N)=O,i,-0.17
CCOc1cc(C(=O)NN=C2CCCC2)cc(OCC)c1OCC,i,-0.92
CC(=O)c1c(C(C)=O)c(C)n(NC(=O)c2ccncc2)c1C,i,0.07
Cc1oc(C)c(C(=O)NCCCC(=O)O)c1C(=O)NCCCC(=O)O,i,-0.86
Cc1cc(C)nc(NC2=NC3CCCCC3N2)n1 (stereo not given),i,0.67
Cc1cc(C)cc(NS(=O)(=O)c2ccc(NC(=S)NC(=O)c3cccs3)cc2)c1,i,0
COc1ccc(CC2(CO)CCN(C/C=C/c3ccccc3OC)CC2)cc1,i,-0.02
CC(=O)c1cccc(OCc2cc(C(=O)NCc3nc(C)c(C)s3)no2)c1,i,-0.43
COc1ccc(N(CC(=O)NC2CCCCC2)C(=O)c2ccc(C)s2)c(OC)c1,i,0.69
O=C(CCC(=O)OCC(=O)c1ccccc1)Nc1cccc2cccnc12,i,1.1

# Four entries from above in another layout:
SMILES	KCNQ2 block	Kir21 inh
Cc1ccc(C)c(N2CCN(C(c3ccncc3)c3nnnn3Cc3ccccc3)CC2)c1 (stereo not given)	i	-1
CCOc1ccc(CCN2CN(CC)CNC2=S)cc1OCC	i	-0.95
CCNC(=S)N1CCn2cccc2C1c1ccc(F)cc1 (stereo not given)	i	-0.69
Cc1ccc(N(CCC#N)C(=O)COC(=O)c2cc(C)no2)cc1	i	-2.2

# Next section
SMILES,KCNQ2 block,Kir21 inh
Cn1c(CNC(=O)C(Cc2ccccc2)NC(=O)c2cccc(F)c2)cc(=O)n(C)c1=O (stereo not given),i,2.1
Cc1ccc(S(=O)(=O)Nc2ccc(-c3csc(-c4ccccc4)n3)cc2)cc1,i,1.2
CSc1ccccc1OCc1cc(C(=O)N(Cc2nccn2C)C(C)C)no1,i,1.2
O=c1c(-c2ccc(Br)cc2)[n+]([O-])c2ccccc2n1OCc1ccccc1,i,-1.4
CNS(=O)(=O)c1cccc(C(=O)OCC(=O)NC(C)CCc2ccccc2)c1 (stereo not given),i,0.48
CCOC(=O)c1sc(NC(=O)c2cc3ccccc3o2)nc1C,i,-0.27
COc1ccc(C2CC(=O)n3nc(C45CC6CC(CC(C6)C4)C5)nc3S2)cc1OC (stereo not given),i,1.3
Cc1ccc(-c2noc(CCC(=O)NCCN3CCOCC3)n2)cc1,i,0.04
O=C(NCCC1=CCCCC1)c1cc2c(s1)CS(=O)(=O)C2,i,-0.06
O=C(c1ccc(-c2ccc(Cl)cc2Cl)o1)N1CCOCC1,i,0.39
CC1OC2(C)OC(=N)C1(C#N)C(C#N)(C#N)C2c1ccccc1 (stereo not given),i,1.3
CCCCCCCc1ccc(C2NC(=S)NC3=C2C(=O)c2ccccc23)cc1 (stereo not given),i,0.13
COc1ccc(C)cc1S(=O)(=O)N(C)CC(=O)Nc1ccc2c(c1)OCCO2,i,0.03
O=C(CSc1nnnn1-c1ccccc1)NC1CCCc2ccccc21 (stereo not given),i,-0.06
CC(=O)Nc1ccc(S(=O)(=O)NC2=NCN(CCOC(=O)c3ccccc3)CN2)cc1,i,-0.02
O=C(CCNc1ccc(F)c(Cl)c1)c1ccco1,i,0.85
Cc1cccc(NC(=O)c2ccc(N3CCOCC3)c([N+](=O)[O-])c2)n1,i,-0.02
Cc1ccc(CNC(=O)C(Cc2ccccc2)n2cccc2)cc1 (stereo not given),i,-0.01
O=C(NCCc1c[nH]c2ccccc12)C(=O)NCC1OCCN1S(=O)(=O)c1ccc(F)cc1 (stereo not given),i,-0.46
COc1ccc(-c2nn(C)c(=O)c3ccccc23)cc1NC(=O)COc1ccc(C)cc1,i,-2.3
CCOC(=O)c1cc(-c2ccc(/C=C3/C(=O)N(c4ccc(C(=O)O)cc4)N=C3C)o2)ccc1Cl,i,1.7
COc1cc(C(=O)NN(CCC#N)C2=NS(=O)(=O)c3ccccc32)cc(OC)c1OC,i,-0.38
Cc1cc(F)ccc1S(=O)(=O)N1CCCOC1CNC(=O)C(=O)NCCN1CCOCC1 (stereo not given),i,-0.53
O=C(OCCOCCN=C1NS(=O)(=O)c2ccccc21)c1ccccc1,i,-0.42
COCCNC(=O)Cc1ccc(Br)cc1,i,-0.81
Cc1csc2nc(O)c(C(=O)NC3CCCCC3C)c(=O)n12 (stereo not given),i,0.07
COc1ccc(NC(=O)CSc2nc(-c3ccc(C)cc3)cc(C(F)(F)F)c2C#N)cc1,i,0
CCCOc1ccc(CN(C(=O)c2cccc(OC)c2)C2CCS(=O)(=O)C2)cc1 (stereo not given),i,-1.8
COc1ccccc1OCc1nc(Cc2ccc(Cl)cc2)no1,i,1.7
O=C1c2oc3ccccc3c(=O)c2C(c2cccc(O)c2)N1c1ccccn1 (stereo not given),i,0.93
O=C(O)CCCC(=O)Nc1cccc([N+](=O)[O-])c1,i,0.9
C=CCc1ccc(OCCOCCN(C)C)c(OC)c1,i,-0.24
COc1cc(C(=O)N2CCCN(c3nc4cc(C)ccc4cc3C#N)CC2)cc(OC)c1OC,i,-0.81
COCCCNC(=O)CNC(=S)N(Cc1cc(OC)c(OC)c(OC)c1)C1CCCC1,i,0.09
Cc1ccc2[nH]cc(CCNC(=O)c3ccc4c(c3)OCO4)c2c1,i,-1.5
COC(=O)c1nn(-c2ccc(Cl)cc2)c(=O)cc1Sc1ccccn1,i,0.62
O=c1c2oc3ccccc3c2ncn1Cc1ccc(Cl)cc1,i,0.43
O=C(CCc1nc2ccccc2s1)OCC(=O)c1ccc[nH]1,i,0.37
Fc1ccccc1CNC(=S)NCc1ccc(Cl)cc1,i,0.12
